Tb PGK inh – blocks T. brucei phosphoglycerate kinase; P07378; PGK/GAPDH coupled, Kinase-Glo luminescence, 60 min; Potency, µM (highest dose often 57.5 µM), for the others: at the highest dose activity change, negative = inhibition, usual class: inhibitors; 380,000 compounds, 0.043% hits; note: % is set by controls: 0 for no effect and ±100 for the full control effect; nearly all actives have a fitted effect of over 60% in size
Target sequence (P07378 whole entry, looked up): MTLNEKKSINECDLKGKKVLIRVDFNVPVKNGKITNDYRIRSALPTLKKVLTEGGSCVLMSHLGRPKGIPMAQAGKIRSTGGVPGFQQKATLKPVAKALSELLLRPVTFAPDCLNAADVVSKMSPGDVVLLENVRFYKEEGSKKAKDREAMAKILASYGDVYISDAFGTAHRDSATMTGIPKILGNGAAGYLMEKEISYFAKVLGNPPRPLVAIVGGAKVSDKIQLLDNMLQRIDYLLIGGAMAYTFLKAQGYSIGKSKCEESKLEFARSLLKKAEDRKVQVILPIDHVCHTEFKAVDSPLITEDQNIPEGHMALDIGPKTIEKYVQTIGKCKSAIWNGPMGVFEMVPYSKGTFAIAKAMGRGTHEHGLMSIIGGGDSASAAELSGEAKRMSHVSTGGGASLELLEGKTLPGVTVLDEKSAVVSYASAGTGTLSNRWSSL
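Recombinant glycosomal PGK reaction used 1,3-bisphosphoglycerate generated in-well by GAPDH (100nM final) in 100mM TEA pH 7.6, 5mM MgCl2, 0.01% Tween-20. After 60 minutes at room temperature, ATP was read by Kinase-Glo Plus luminescence end-point.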
G9a block – inhibitors of human histone lysine methyltransferase G9a. Q96KQ7. G9a H3K9 monomethylation, AlphaScreen, 2 h. Potency, µM (top dose mostly 102 µM), for the others: at the top dose activity, negative = inhibition, most hits filed as inhibitors. 350,000 compounds, 8.8% hits. AID 504332; note: % is set by controls: 0 for no effect and ±100 for the full control effect; nearly all actives have a fitted effect of over 75% in size
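Chemiluminescent proximity detection of H3K9 monomethylation, read after 10 min bead incubation in the dark. Reaction: 20 nM G9a, 500 nM biotin-H3K9 peptide, 20 uM SAM cofactor, 2 h, room temperature, following 15 min enzyme-compound preincubation.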
BAZ2B block – BAZ2B (human) inhibition. AID 504333. AlphaScreen BAZ2B-H3K14Ac peptide displacement. 360,000 compounds, 4.4% hits. Q9UIF8. Potency, µM (series often up to 114 µM), for the others: at the highest dose activity change, negative = inhibition, actives largely listed as inhibitors; note: % is set by controls: 0 for no effect and ±100 for the full control effect; nearly all actives have a fitted effect of over 60% in size
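AlphaScreen displacement of biotin-H3(5-23)K14Ac peptide (50 nM final) from BAZ2B (50 nM final) in PBS pH 7.4, 0.01% Tween-20; complex preformed 30 min RT, then compounds (top 110 uM) 30 min RT, beads 20 min dark.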
HP1b binding inh – blocks HP1-beta chromodomain binding to methylated histone tails. P83916. AlphaScreen HP1-beta / biotin-H3K9me3 peptide binding. Potency, µM (doses to about 114 µM), for inactives: top-dose activity change, negative = inhibition, actives largely listed as inhibitors. 390,000 compounds, 0.56% hits. AID 540317; note: nearly all actives have a fitted effect of over 70% in size; inactives centre near 23
Target sequence (P83916 whole entry, looked up): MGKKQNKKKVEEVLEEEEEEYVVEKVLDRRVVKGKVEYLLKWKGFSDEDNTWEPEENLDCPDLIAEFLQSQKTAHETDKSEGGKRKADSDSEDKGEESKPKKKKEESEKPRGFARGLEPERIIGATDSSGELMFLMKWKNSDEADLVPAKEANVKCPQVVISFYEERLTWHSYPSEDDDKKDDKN
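Compound inhibition of the preformed complex between 50 nM HP1-beta and 50 nM biotinylated H3K9me3 peptide was read by AlphaScreen. Buffer was PBS pH 7.4 with 0.01% Tween-20. Incubations ran 30 min at room temperature, with 10 ug/mL donor/acceptor beads.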
JMJD2A Tudor – JMJD2A Tudor domain (human) inhibition; 390,000 compounds, 4.4% hits; O75164; AlphaScreen JMJD2A-Tudor / H3K4me3 peptide binding; Potency, µM (titrated, usually from 114 µM), inactives show top-dose activity change, negative = inhibition, hits mostly inhibitors; note: % is set by controls: 0 for no effect and ±100 for the full control effect; nearly all actives have a fitted effect of over 50% in size
Pol iota inh – DNA polymerase iota (human) inhibition; Pol iota fluorescent replication assay, 10 min; 390,000 compounds, 1% hits; AID 588590; Q9UNA4; Potency, µM (titrated, usually from 115 µM), for inactives: at the top dose activity, negative = inhibition, hits mostly inhibitors
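Pol iota at 10 nM preincubated 15 min with compounds at room temperature; reaction started with fluorescent substrate, 50 nM final. Fluorescence read kinetically at 0 and 10 min; buffer-only wells as negative control.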
BLM helicase inh – blocks DNA unwinding by human BLM helicase | 350,000 compounds, 0.2% hits | Potency, µM (series often up to 56.1 µM), for inactives: at the top dose activity change, negative = inhibition, actives largely listed as inhibitors | P54132 | recombinant BLM DNA unwinding, fluorescence dequenching;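 note: plate controls were vehicle for no effect and no enzyme for full effect; nearly all actives have a fitted effect of over 35% in size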
Pin1 inhibitor – human Pin1 inhibition | Potency, µM (highest dose often 115 µM), for inactives: at the top dose activity, negative = inhibition, actives largely listed as inhibitors | 390,000 compounds, 0.009% hits | Pin1 FP peptide displacement, HiFluor488, 10 min; active = well fitted inhibition curve with a large enough effect in the polarisation, with a control signal flat, not every such curve was filed as active; inconclusive = small, poorly fitted or top-dose-only effect, or effect the other way, or a change in a side signal; inactive = no such curve, though single readings can be large or run the other way; the % refers to the polarisation; note: % is set by controls: 0 for no effect and ±100 for the full control effect
Target sequence (Q13526 whole entry, looked up): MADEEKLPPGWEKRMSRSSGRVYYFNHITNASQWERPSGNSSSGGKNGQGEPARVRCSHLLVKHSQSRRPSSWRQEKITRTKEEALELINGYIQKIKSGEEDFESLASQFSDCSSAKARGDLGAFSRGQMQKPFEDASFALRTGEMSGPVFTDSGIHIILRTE
GLS inh – glutaminase GLS (human) inhibition; 410,000 compounds, 0.21% hits; O94925; AID 624170; GLS enzymatic activity, qHTS titration; Potency, µM (highest dose often 45.5 µM), for inactives: at the highest dose activity change, negative = inhibition, usual class: inhibitors; note: % is set by controls: 0 for no effect and ±100 for the full control effect
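Human kidney-isoform GLS in 45 mM KH2PO4 pH 8.2, 0.02% Tween-20, with compound, started with 1mM L-Glutamine (added stock). Glutamate oxidase/HRP/Amplex red coupled fluorescence read at start and after 30 min at RT.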
The depositor's hits bear a star; i = inactive; ? = inconclusive; / = not tested or not shown; [ ] = another dose, or the depositor's remark. Unless noted, calls come from the whole dose curve; as a rule, active = well fitted curve in the direction sought with a large enough effect; inconclusive = small, poorly fitted or top-dose-only effect, or another doubt; inactive = no such curve, though single readings can be large; an effect the other way counts as inactive or inconclusive. Potency is the fitted concentration of half-maximal effect.

Preview:
Tb PGK inh	G9a block	BAZ2B block	HP1b binding inh	JMJD2A Tudor	Pol iota inh	BLM helicase inh	Pin1 inhibitor	GLS inh	canonical_smiles
6%	-1%	-9%	17%	-16%	-15%	-2%	5%	0%	N#Cc1ccc(COC(=O)c2cc(=O)c3ccccc3o2)cc1
-2%	-1%[0.501 µM]	-29%	20%	-1%	4%	-1%	-3%	1%	CCC1CCC/C1=N\NC(=O)c1ccoc1C (configuration not stated)
0%	10%	0%	31%	-1%	-15%	-9%	-5%	26%	CCCc1nc2ccccc2c(=O)n1/N=C/c1ccc(O)cc1O
-4%	9%[12.7 µM]	15%	39%	-9%	15%	3%	2%	-2%	O=C(OCc1ccc(Cl)cc1)c1cnccn1

Main list, repeating the preview:
Tb PGK inh	G9a block	BAZ2B block	HP1b binding inh	JMJD2A Tudor	Pol iota inh	BLM helicase inh	Pin1 inhibitor	GLS inh	canonical_smiles
6%	-1%	-9%	17%	-16%	-15%	-2%	5%	0%	N#Cc1ccc(COC(=O)c2cc(=O)c3ccccc3o2)cc1
-2%	-1%[0.501 µM]	-29%	20%	-1%	4%	-1%	-3%	1%	CCC1CCC/C1=N\NC(=O)c1ccoc1C (configuration not stated)
0%	10%	0%	31%	-1%	-15%	-9%	-5%	26%	CCCc1nc2ccccc2c(=O)n1/N=C/c1ccc(O)cc1O
-4%	9%[12.7 µM]	15%	39%	-9%	15%	3%	2%	-2%	O=C(OCc1ccc(Cl)cc1)c1cnccn1
12%	/	-10%	4%	25µM*	111%[activator]	-2%	-1%	2%	COc1ccc(-c2n[nH]c(=S)n2Cc2ccccc2)cc1
-3%	-7%	4%	18%	-8%	-38%	-2%	4%	-3%	COc1ccc(/C=N/N2CCN(c3ccccc3)CC2)cc1Br
-10%	2%[59 µM]	6%	22%[57 µM]	-6%	-11%	2%	1%	7%	Cc1ccc(S(=O)(=O)NCCc2cn3ccsc3n2)c(C)c1
7%	27%[59 µM]	27%	23%	-15%	?	-3%	?	-2%	CCCn1c(=O)c2[nH]c(-c3ccc(OCC(=O)Nc4ccc(C#N)cc4)cc3)nc2n(CCC)c1=O
-9%	0%[12.7 µM]	-18%	22%	-14%	6%	0%	-2%	-5%	CCCCN(C(=O)c1ccc(Cl)c(S(=O)(=O)N2CCOCC2)c1)c1c(N)n(CCC)c(=O)[nH]c1=O
i	-4%	1%	30%	-3%	16%	-2%	-2%	-7%	Cc1cc(C(=O)NCCc2ccc(Cl)cc2)n(-c2ccccc2)n1
-1%	-9%	-16%	14%	-7%	16%	-9%	-1%	2%	O=C(Nc1ccc(O)cc1)c1ccc2c(c1)C(=O)N(Cc1ccccc1)C2=O
i	-4%[59 µM]	15%	47%[activator]	-3%	3%	0%	-1%	-4%	COc1ccc(C(CNC(=O)c2cccnc2SC)N2CCOCC2)cc1 (configuration not stated)
3%	-5%[59 µM]	-5%	23%	7%	18%	1%	0%	15%	CCC(=O)Nc1ccc(NC(=S)Nc2ccccc2)cc1
-1%	-8%[59 µM]	-22%	8%	-20%	50%[activator]	0%	-9%	-20%	CCn1cc(C(=O)N2CC(C)CC(C)C2)c(=O)c2cc(S(=O)(=O)N3CCOCC3)ccc21 (configuration not stated)
-20%	7%	?	29%	-25%	6%	-10%	20%	5%	C/C(=N\NC(=O)c1ccccc1O)c1ccc(NC(=O)Cc2ccccc2)cc1
-3%	-8%	-24%	30%	-15%	22%	-2%	-5%	10%	C/C(=N\NC(=O)c1cc(-c2ccccc2C)nc2ccccc12)c1cccnc1
/	-43%	/	20%	-2%	-18%	-2%	4%	4%	CC(=O)c1c(C)oc2ccc(N(C(C)=O)S(=O)(=O)c3cccc([N+](=O)[O-])c3)cc12
-1%	-11%	-38%	-13%	-27%	329%[activator]	-9%	2%	-1%	O=C(/C=C/c1ccco1)NC(=S)Nc1nc(-c2ccc3ccccc3c2)cs1
-3%	?	-4%	11%	-23%	10%	-2%	-6%	13%	CN(Cc1ccc(-n2cccn2)cc1)C(=O)c1cnn2c1NC(c1ccco1)CC2C(F)(F)F (configuration not stated)
-1%	27%[59 µM]	2%	27%	4%	15%	-1%[12.4 µM]	0%	2%	CCN1C(=O)N[C@@H](CCc2ccccc2)[C@@H](C(=O)OC)[C@H]1C
i	-9%	-2%	41%[activator]	-11%	50%[activator]	0%	-1%	2%	O=C(CNC(=O)N1CC(=O)Nc2ccccc21)Nc1nccs1
-9%	9%[12.7 µM]	1%	39%	3%	17%	-2%	1%	15%	COc1cccc(OC)c1C(=O)NCCN1CCN(C(=O)c2c(OC)cccc2OC)CC1
/	/	-12%	58%[activator]	-23%	-16%	-19%	5%	12%	CC(=O)c1ccc(Nc2cc(C)nc3c(C)cccc23)cc1
i	2%[59 µM]	8%	32%	-19%	-18%	-4%	-3%	-1%	Cc1cc(NC(=O)CSc2nnc(-c3ccco3)n2CC2CCCO2)no1 (configuration not stated)
4%	-8%	-3%	-14%	-11%	19%	-5%	-11%	-5%	CCOC(=O)NC(=S)Nc1cccc(NC(=S)NC(=O)OCC)c1
-4%	-28%	-3%	30%	-21%	41%[activator]	2%	-5%	0%	Cc1ccc(-n2cccn2)c([C@@H]2C[C@H]3CN(C)C(=O)[C@]34CCCN24)c1
i	?	8%	18%	-19%	15%	0%	-6%	-3%	COc1cc(S(=O)(=O)N(Cc2ccccn2)Cc2ccco2)ccc1-n1cnnn1
-5%	/	/	0%	0%	2%[58.9 µM]	/	-1%	2%	COc1ccc(Cl)cc1C(=O)NN=C1CCCC1
-3%	/	-37%	18%	-24%	11%	1%	16%	18%	Cc1ccc(S(=O)(=O)Nc2ccc3c(c2)nc(CCN2CCCC2)n3C)cc1
/	5%	-30%	22%	-19%	16%	-6%	4%	8%	O=[N+]([O-])c1ccc(N2CCN(C(=S)Nc3cccc(F)c3)CC2)cc1
/	/	/	-24%	7.1µM*	7%	-6%	4%	/	COc1ccc(-c2ccc(N(C)C)cc2)cc1C1C2C=CCC(C)C2C(=O)N1Cc1ccccc1 (configuration not stated)
-9%	22%	33%[activator]	18%	9%	54%[activator]	2%	-2%	-4%	CC1(C)C2CC=C(/C=N/NC(=O)C3CC3)C1C2 (configuration not stated)
13%	-44%	/	31%	-8%[11.4 µM]	17%	0%	3%	25%	O=C(NCc1ccncc1)C(=O)NCC(c1ccco1)N1CCN(c2ccccc2)CC1 (configuration not stated)
-10%	20%[59 µM]	-6%	16%	-12%	?	1%	1%	14%	CC(NS(C)(=O)=O)C(c1cccs1)N1CCN(c2ccccc2)CC1 (configuration not stated)
i	?	?	2%	?	-6%	-9%	29%	1%	COc1cccc(-c2nc(SCC(=O)Nc3ccc4c(c3)OCCO4)c(-c3ccc(C)cc3)[nH]2)c1
-3%	25µM*	7%	?	11µM*	-14%	3%	-3%	11%	COc1cccc(-n2c(CCn3nc(C)c([N+](=O)[O-])c3C)n[nH]c2=S)c1
2%	/	/	26%	-19%	12%	/	-9%	15%	CCN1C(=O)[C@H]2[C@@H](c3ccc(-c4ccc5c(c4)OCO5)c(OC)c3)N[C@@](C)(C(=O)OC)[C@H]2C1=O
-6%	-30%[59 µM]	3%	?	-31%[57.1 µM]	16%	1%	-4%	1%	Cc1cccc(CN2CCC(CNC(=O)CCNC(=O)Cn3ccc4ccccc4c3=O)CC2)c1
-7%	/	/	51%[activator]	-5%	-2%	/	-9%	-3%	O=C(CC1SC(N2CCCCC2)=NC1=O)Nc1cccc(C(=O)N2CCCC(C(F)(F)F)C2)c1 (configuration not stated)
i	3%	5%	27%	-11%	77%[activator]	-4%	5%	-12%	C=CCc1c(C)nc2c(OC)cccc2c1Cl
-1%	/	-1%	33%	-6%	16%	-7%	-5%	0%	CCOC(=O)c1c(C)nn(-c2ncccc2NC(=O)CCC(=O)O)c1C
-8%	-32%[59 µM]	?	-7%	?	4%	-4%	2%	-13%	Cc1cc(C(=O)CN2C(=O)C3CC=CCC3C2=O)c(C)n1-c1ccccc1 (configuration not stated)
-1%	/	?	8%	-7%	164%[activator]	-9%	-1%	-1%	Cc1ccc(Cn2c(SCC(=O)NCC3CCCO3)nc3c2c(=O)n(C)c(=O)n3C)cc1 (configuration not stated)
-4%	?	-11%	-5%	-10%	35%[activator]	1%	7%	-21%	Cc1nn(Cc2ccc(Cl)cc2)c(C)c1N
-8%	3%	-4%	12%	-13%	31%[activator]	-5%	-3%	2%	Cc1ccccc1CC(=O)NC1CCN(C)CC1
-4%	/	/	31%	-8%	9%	/	-1%	15%	O=C(NNC(=O)c1cccs1)c1ccc(Cl)c(S(=O)(=O)N2CCCC2)c1
/	-11%[12.7 µM]	-4%	34%	-10%	38%[activator]	0%	-1%	-2%	CCS(=O)(=O)N1CCC(C(=O)NCc2cc(OC)ccc2OC)CC1
-4%	1%[59 µM]	0%	15%	-7%	29%	1%	-2%	3%	CCNC(=O)/C(=C\c1ccc2c(c1)OCO2)NC(=O)c1ccc(Br)cc1
5%	15%	5%	30%	25%	17%	0%	0%	/	CCCC(CCC)C(=O)Nc1c[nH]c(=O)[nH]c1=O
i	-6%[59 µM]	?	2%	-30%	16%	-3%	-2%	0%	COCc1c(C(=O)OCc2nc(N)nc(Nc3ccccc3C)n2)oc2ccccc12
-8%	?	10%	-22%	?	26%	1%	5%	11%	COc1cccc(/C=N/Nc2ncnc(N)c2[N+](=O)[O-])c1OC
7%	-3%[12.7 µM]	5%	26%	-5%	22%	-4%	2%	-3%	O=C(Cn1nc(C(F)(F)F)c2c1CCCC2)Nc1ccc2c(c1)OCO2
1%	14%	-4%	14%	-16%	7%	0%	3%	-3%	COc1ccc(CNC(=O)CN2C(=O)NC3(CCCCCC3)C2=O)cc1OC

Screening data as filed in PubChem BioAssay.

An excerpt; count on the stated rates, not on these rows.
